Assay outcomes from PubChem BioAssay.
Pf gametocyte = inhibitors of late stage P. falciparum gametocyte viability. actives 0.065% (n = 150,000). P. falciparum stage V gametocytes, ATP luminescence, 24 h. AID 743093. inhibition, % at 10.9 µM;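 active means inhibition above the mean plus 3 SD of compounds within the control limits, set per campaign, cut at about 38% in these data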;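 further: 0% = DMSO wells and 100% = medium only without gametocytes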
ABCB1 inh = human ABCB1 inhibition, ABCG2 as counter-screen; P08183; CCRF-Adr cells, JC-1 efflux, flow cytometry; inhibition, % at 6.6 µM; actives 0.067% (n = 190,000); AID 1326; in the data active means inhibition above about 40%;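 further: 0% = vehicle and 100% = reference inhibitor; higher value means more JC-1 retained so stronger ABCB1 efflux block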
Rac1 act GTP bind = human Rac1 activated mutant GTP binding change. percent activity (GTP binding), % at 10 µM. P63000. actives 0.11% (n = 190,000). GST-Rac1 activated beads, fluorescent GTP binding, flow cytometry; actives lie on both sides; 100% means binding = to untreated wells;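 active means GTP binding at least 20 percentage points away from the 100% baseline, in either direction, so actives lie on both sides; inconclusive means Compound likely fluorescent itself, or too few beads counted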
HRas wt GTP = human HRas wildtype GTP binding, change in either direction; P01112; GST-Ras wt beads, Bodipy-FL-GTP binding, flow cytometry; actives lie on both sides; GTP binding activity, % at 10 µM; actives 0.14% (n = 190,000); AID 759;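 active means GTP binding activity at least 20% away from the 100% baseline, either lowered as inhibitor or raised as activator; inconclusive means flagged as likely green fluorescent, judged across all proteins in the well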;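 further: 0% = unlabeled GTP competition control and 100% = no-compound control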
Rab2 wt GTP = changes GTP binding to wildtype dog Rab2A, up or down | P61105 | GST-Rab2 wt beads, Bodipy-GTP binding, flow cytometry | GTP binding activity, % at 10 µM | actives 0.19% (n = 190,000) | AID 760;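 active means GTP binding activity at least 20 points away from 100%, either lowered or raised; inconclusive means signal likely due to the compound's own green fluorescence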;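 further: 0% = beads with excess unlabeled GTP and 100% = no-compound control corrected for plate trend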
Rab7 wt modul = alters GTP binding to wildtype dog Rab7; GST-Rab7 beads, fluorescent GTP binding, flow cytometry; actives lie on both sides; untreated = 100%, excess cold GTP = 0%; actives 0.055% (n = 190,000); GTP binding activity (percent of control), % at 10 µM; AID 758;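 active means fluorescent GTP binding to Rab7 beads changed by at least 20 points from the 100% baseline, either direction, mostly lower; inconclusive means compound itself probably fluorescent, or too few beads counted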;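 further: median green fluorescence of bound Bodipy-FL-GTP per Rab7 bead population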
Mcl1 Noxa PPI = Mcl-1/Noxa interaction inhibition; Q07820; TR-FRET Mcl-1/Noxa peptide binding, 2 h; inhibition, % at 21.7 µM; actives 1.5% (n = 220,000);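 active means compounds that cut the protein-peptide binding signal by more than 50% relative to plate controls in a single-dose test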;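 further: His-tagged Mcl-1 with rhodamine Noxa BH3 peptide and terbium anti-His antibody; 0% = Mcl-1 plus Noxa peptide wells and 100% = peptide-only wells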
Target sequence (Q07820 whole entry, looked up): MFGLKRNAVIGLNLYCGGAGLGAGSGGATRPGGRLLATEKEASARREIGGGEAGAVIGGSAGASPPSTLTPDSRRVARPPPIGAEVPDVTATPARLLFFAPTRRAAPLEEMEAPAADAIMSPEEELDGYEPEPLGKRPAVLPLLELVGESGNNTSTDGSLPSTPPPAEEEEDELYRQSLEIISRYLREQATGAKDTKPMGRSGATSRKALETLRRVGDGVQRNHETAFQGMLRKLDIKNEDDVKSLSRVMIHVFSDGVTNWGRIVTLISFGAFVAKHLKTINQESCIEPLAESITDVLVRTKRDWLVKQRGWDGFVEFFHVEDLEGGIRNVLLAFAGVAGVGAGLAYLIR
Avidin fluor = avidin bead compound fluorescence profile. Avidin beads, compound fluorescence 488/530 nm, flow cytometry; stronger effect = higher value. fluorescence (KMESF) at 10 µM. actives 0.38% (n = 220,000); in the data active means fluorescence above about 47; further: inactives centre near 10
Cdc42 wt = human Cdc42 wildtype GTP binding change, either direction | GST-Cdc42 beads, Bodipy-GTP binding, flow cytometry; actives lie on both sides | percent activity (GTP binding), % at 10 µM | actives 0.2% (n = 190,000) | AID 761;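 active means percent activity GTP binding at least 20 points away from the 100% baseline, either down as inhibitor or up as activator; inconclusive means compound flagged as likely green fluorescent from well-wide comparison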;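 further: median bead fluorescence of bound Bodipy-FL-GTP at 100 nM; 0% = excess unlabeled GTP control and 100% = no compound control; below 100% means less GTP binding so inhibitor and above means activator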
Rac1 wt GTP bind = modulators of human Rac1 wildtype GTP binding; actives 0.27% (n = 190,000); AID 757; GTP binding activity (% of control), % at 10 µM; GST-Rac1 beads, fluorescent GTP binding, flow cytometry; actives lie on both sides; 0 = cold GTP competed, 100 = untreated;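 active means GTP binding activity at least 20 points away from the 100% control level, either lower or higher; inconclusive means compound flagged as likely green fluorescent, judged across all proteins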
ABCG2 block = inhibitors of human ABCG2 transporter, ABCB1 counter-screen | IgMXP3 cells, JC-1 efflux, flow cytometry | inhibition, % at 6.6 µM | actives 0.1% (n = 190,000) | AID 1325 | Q9UNQ0;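 active means inhibition above 80%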;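 further: 0% = DMSO and 100% = nicardipine control wells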
Target sequence (Q9UNQ0 whole entry, looked up): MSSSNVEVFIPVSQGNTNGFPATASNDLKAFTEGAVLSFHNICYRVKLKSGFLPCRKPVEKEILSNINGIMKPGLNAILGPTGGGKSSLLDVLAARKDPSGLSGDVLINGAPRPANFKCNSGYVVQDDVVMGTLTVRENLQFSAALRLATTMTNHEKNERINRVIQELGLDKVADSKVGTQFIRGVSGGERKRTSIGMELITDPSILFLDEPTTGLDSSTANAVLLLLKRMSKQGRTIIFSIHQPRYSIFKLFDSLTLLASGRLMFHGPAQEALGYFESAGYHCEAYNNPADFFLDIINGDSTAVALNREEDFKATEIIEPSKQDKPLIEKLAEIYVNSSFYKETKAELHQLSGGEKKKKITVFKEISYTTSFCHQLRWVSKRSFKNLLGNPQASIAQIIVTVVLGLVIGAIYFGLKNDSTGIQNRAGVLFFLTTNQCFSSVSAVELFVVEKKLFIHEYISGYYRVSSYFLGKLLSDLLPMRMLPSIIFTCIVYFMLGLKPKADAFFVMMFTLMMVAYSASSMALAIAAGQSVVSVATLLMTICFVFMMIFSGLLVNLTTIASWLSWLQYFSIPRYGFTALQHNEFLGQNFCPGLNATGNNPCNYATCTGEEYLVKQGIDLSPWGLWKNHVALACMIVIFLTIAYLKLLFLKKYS
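Test system: IgMXP3 (ABCG2) plus far-red-tagged CCRF-Adr (ABCB1) cells. Reagent: JC-1 dye as substrate. Timing: 10 min exposure at 25 °C with rotation, no wash. Measured by: flow cytometric JC-1 green MFI at 530 nm. Read-out: percent efflux inhibition, scaled nicardipine 100% to DMSO 0%. Control set: nicardipine and DMSO wells.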
Active calls of the source: *.

c1ccc(Oc2cccc(OCCCCN3CCCC3)c2)cc1 was read as Pf gametocyte -25, ABCB1 inh 0.3, Rac1 act GTP bind 100, HRas wt GTP 100, Rab2 wt GTP 101, Rab7 wt modul 99, Mcl1 Noxa PPI 19, Avidin fluor 16, Cdc42 wt 104, Rac1 wt GTP bind 101 and ABCG2 block 4.
For COc1cc(/C=C2\SC(=S)N(CC(=O)Nc3ccc(O)cc3)C2=O)cc(OC)c1OC the results were ABCB1 inh -0.7, Rac1 act GTP bind 89, HRas wt GTP 95, Rab2 wt GTP 98, Rab7 wt modul 94, Mcl1 Noxa PPI 77*, Avidin fluor 8, Cdc42 wt 92, Rac1 wt GTP bind 94 and ABCG2 block -2.
For O=S(=O)(c1ccc(-c2nnc(SCc3nnc(-c4ccccc4)o3)o2)cc1)N1CCCC1 the results were Pf gametocyte -5, ABCB1 inh 0.3, Rac1 act GTP bind 102, HRas wt GTP 107, Rab2 wt GTP 103, Rab7 wt modul 104, Mcl1 Noxa PPI -3, Avidin fluor 10, Cdc42 wt 105, Rac1 wt GTP bind 111 and ABCG2 block 1.
`Cc1cccc(N2C(=O)/C(=C\c3ccc(OC(F)F)cc3)c3ccccc3C2=O)c1` gave Pf gametocyte 14, ABCB1 inh -0.2, Rac1 act GTP bind 94, HRas wt GTP 94, Rab2 wt GTP 94, Rab7 wt modul 94, Mcl1 Noxa PPI 9, Avidin fluor 16, Cdc42 wt 91, Rac1 wt GTP bind 97 and ABCG2 block -1.
For CCN(CC)CCOc1ccccc1C(C)=O the results were Pf gametocyte -18, ABCB1 inh 0.1, Rac1 act GTP bind 94, HRas wt GTP 99, Rab2 wt GTP 98, Rab7 wt modul 104, Mcl1 Noxa PPI 38, Avidin fluor 21, Cdc42 wt 97, Rac1 wt GTP bind 100 and ABCG2 block 1.
Nc1ccc(Cc2ccc(N)c(C(=O)O)c2)cc1C(=O)O was read as ABCB1 inh 0.1, Rac1 act GTP bind 97, HRas wt GTP 100, Rab2 wt GTP 100, Rab7 wt modul 107, Mcl1 Noxa PPI 21, Avidin fluor 11, Cdc42 wt 104, Rac1 wt GTP bind 104 and ABCG2 block 2.
O=C(CSc1nnc(-c2ccccc2)n1-c1ccc(Cl)cc1)NNC(=S)Nc1ccccc1 was read as Pf gametocyte -13, ABCB1 inh -0.9, Rac1 act GTP bind 95, HRas wt GTP 96, Rab2 wt GTP 95, Rab7 wt modul 102, Mcl1 Noxa PPI -40, Avidin fluor 3, Cdc42 wt 102, Rac1 wt GTP bind 98 and ABCG2 block -6.
COc1ccc(NC(=O)c2cc(S(=O)(=O)NCC3COc4ccccc4O3)ccc2F)cc1 (centres undefined) was read as Pf gametocyte 12, ABCB1 inh 0.6, Rac1 act GTP bind 96, HRas wt GTP 94, Rab2 wt GTP 93, Rab7 wt modul 98, Mcl1 Noxa PPI 14, Avidin fluor 10, Cdc42 wt 97, Rac1 wt GTP bind 98 and ABCG2 block 19.
`O=C(NCCCn1ccnc1)Nc1ccc(Cl)cc1Cl` gave Pf gametocyte -32, ABCB1 inh 0.5, Rac1 act GTP bind 98, HRas wt GTP 98, Rab2 wt GTP 98, Rab7 wt modul 99, Mcl1 Noxa PPI 24, Avidin fluor 11, Cdc42 wt 98, Rac1 wt GTP bind 99 and ABCG2 block 3.
CN(Cc1cccs1)c1ncnc2sccc12 was read as ABCB1 inh 0.3, Rac1 act GTP bind 103, HRas wt GTP 98, Rab2 wt GTP 99, Rab7 wt modul 96, Mcl1 Noxa PPI -8, Avidin fluor 9, Cdc42 wt 99, Rac1 wt GTP bind 103 and ABCG2 block 2.
COCCSc1nnc(NC(=O)C2CCCCC2)s1 was read as Pf gametocyte 6, ABCB1 inh 0.8, Rac1 act GTP bind 98, HRas wt GTP 101, Rab2 wt GTP 102, Rab7 wt modul 102, Mcl1 Noxa PPI 14, Avidin fluor 5, Cdc42 wt 96, Rac1 wt GTP bind 98 and ABCG2 block 5.
For CC(C)CNC(=O)c1cccc(NC(=O)Cc2ccc(Cl)cc2)c1 the results were ABCB1 inh 1.4, Rac1 act GTP bind 102, HRas wt GTP 102, Rab2 wt GTP 99, Rab7 wt modul 97, Mcl1 Noxa PPI -9, Avidin fluor 2, Cdc42 wt 101, Rac1 wt GTP bind 103 and ABCG2 block 11.
Cc1cccc(CS(=O)(=O)Cc2ccc(C(=O)NCC3CCCO3)o2)c1 (centres undefined) was read as ABCB1 inh 0.7, Rac1 act GTP bind 98, HRas wt GTP 100, Rab2 wt GTP 101, Rab7 wt modul 102, Mcl1 Noxa PPI 11, Avidin fluor 9, Cdc42 wt 100, Rac1 wt GTP bind 101 and ABCG2 block 2.
Screening CSc1nnc2n(-c3ccccc3)c(=O)c3c4c(sc3n12)CCC4 returned Pf gametocyte 27, ABCB1 inh 0.7, Rac1 act GTP bind 99, HRas wt GTP 103, Rab2 wt GTP 99, Rab7 wt modul 100, Mcl1 Noxa PPI 1, Avidin fluor 13, Cdc42 wt 105, Rac1 wt GTP bind 105 and ABCG2 block 5.
Screening COc1ccccc1N=c1c2c([N+](=O)[O-])cc([N+](=O)[O-])cc2n(O)n1-c1ccccc1OC returned ABCB1 inh 0.1, Rac1 act GTP bind 95, HRas wt GTP 96, Rab2 wt GTP 97, Rab7 wt modul 98, Mcl1 Noxa PPI -17, Avidin fluor 10, Cdc42 wt 97, Rac1 wt GTP bind 98 and ABCG2 block 0.
For Cc1c(S(=O)(=O)Nc2cccc(Cl)c2)c(=O)n(C)c(=O)n1C the results were ABCB1 inh 0.3, Rac1 act GTP bind 95, HRas wt GTP 94, Rab2 wt GTP 95, Rab7 wt modul 95, Mcl1 Noxa PPI -1, Avidin fluor 7, Cdc42 wt 97, Rac1 wt GTP bind 95 and ABCG2 block 3.
For Cn1nnnc1SCC(=O)Nc1ccccc1N1CCCCC1 the results were Pf gametocyte -1, ABCB1 inh 0.6, Rac1 act GTP bind inconclusive, HRas wt GTP inconclusive, Rab2 wt GTP inconclusive, Rab7 wt modul inconclusive, Mcl1 Noxa PPI 18, Avidin fluor 31, Cdc42 wt inconclusive, Rac1 wt GTP bind inconclusive and ABCG2 block 6.
`Cc1cc(Nc2ccccc2)n(-c2cccc(Cl)c2)n1` gave Pf gametocyte 6, ABCB1 inh 0.2, Rac1 act GTP bind 97, HRas wt GTP 99, Rab2 wt GTP 99, Rab7 wt modul 99, Mcl1 Noxa PPI -11, Avidin fluor 10, Cdc42 wt 100, Rac1 wt GTP bind 101 and ABCG2 block 1.
Screening CCCCC(=O)Nc1ccccc1N1CCOCC1 returned Pf gametocyte 7, ABCB1 inh 0.7, Rac1 act GTP bind 96, HRas wt GTP 94, Rab2 wt GTP 96, Rab7 wt modul 95, Mcl1 Noxa PPI 18, Avidin fluor 12, Cdc42 wt 97, Rac1 wt GTP bind 96 and ABCG2 block 2.
For O=C(NCC(=O)N(c1ccccc1F)C(C(=O)NC1CCCC1)c1ccco1)c1ccco1 (centres undefined) the results were Pf gametocyte 23, ABCB1 inh 0.5, Rac1 act GTP bind 97, HRas wt GTP 98, Rab2 wt GTP 97, Rab7 wt modul 105, Mcl1 Noxa PPI 11, Avidin fluor 5, Cdc42 wt 98, Rac1 wt GTP bind 97 and ABCG2 block 3.
`CCOc1cc(S(=O)(=O)Nc2ccc(CC)cc2)ccc1Cl` gave ABCB1 inh 0.5, Rac1 act GTP bind 94, HRas wt GTP 96, Rab2 wt GTP 93, Rab7 wt modul 93, Mcl1 Noxa PPI -4, Avidin fluor 6, Cdc42 wt 98, Rac1 wt GTP bind 99 and ABCG2 block 2.
`CC(C)(C)S(=O)(=O)/C(C#N)=N/Nc1ccc(C#N)cc1` gave ABCB1 inh -0.1, Rac1 act GTP bind 96, HRas wt GTP 96, Rab2 wt GTP 96, Rab7 wt modul 104, Mcl1 Noxa PPI 3, Avidin fluor 9, Cdc42 wt 91, Rac1 wt GTP bind 96 and ABCG2 block 1.
Screening CCOc1ccc2nc(NC(=O)Nc3cccs3)sc2c1 returned ABCB1 inh -0.7, Rac1 act GTP bind 97, HRas wt GTP 99, Rab2 wt GTP 100, Rab7 wt modul 103, Mcl1 Noxa PPI 37, Avidin fluor 6, Cdc42 wt 100, Rac1 wt GTP bind 101 and ABCG2 block 5.
For COc1ccc(CCNC(=O)CSc2ccsc2[N+](=O)[O-])cc1OC the results were Pf gametocyte -14, ABCB1 inh 0.3, Rac1 act GTP bind 96, HRas wt GTP 99, Rab2 wt GTP 101, Rab7 wt modul 106, Mcl1 Noxa PPI -3, Avidin fluor 11, Cdc42 wt 101, Rac1 wt GTP bind 103 and ABCG2 block 12.
CC(=O)Nc1ccc(C(=S)NCC2(N(C)C)CCCCC2)cc1 was read as Pf gametocyte 11, ABCB1 inh 0.5, Rac1 act GTP bind 97, HRas wt GTP 98, Rab2 wt GTP 99, Rab7 wt modul 97, Mcl1 Noxa PPI -2, Avidin fluor 11, Cdc42 wt 98, Rac1 wt GTP bind 99 and ABCG2 block 10.
O=C(NCc1ccco1)c1cnn2c1NC(c1ccccc1)CC2C(F)(F)F (centres undefined) was read as Pf gametocyte -8, ABCB1 inh 0.6, Rac1 act GTP bind 95, HRas wt GTP 99, Rab2 wt GTP 97, Rab7 wt modul 91, Mcl1 Noxa PPI 4, Avidin fluor 14, Cdc42 wt 99, Rac1 wt GTP bind 95 and ABCG2 block 2.
Cc1ccc2oc(=O)c3cc(C(=O)NCc4ccco4)sc3c2c1 was read as ABCB1 inh -0.3, Rac1 act GTP bind 99, HRas wt GTP 99, Rab2 wt GTP 98, Rab7 wt modul 98, Mcl1 Noxa PPI 11, Avidin fluor 23, Cdc42 wt 98, Rac1 wt GTP bind 103 and ABCG2 block 0.
For CC(O)CN(CCC(N)=O)CCC(N)=O (centres undefined) the results were ABCB1 inh 0.2, Rac1 act GTP bind 103, HRas wt GTP 104, Rab2 wt GTP 105, Rab7 wt modul 105, Mcl1 Noxa PPI 15, Avidin fluor 34, Cdc42 wt 109, Rac1 wt GTP bind 106 and ABCG2 block 0.
For CCCNC(=O)Cn1nc(C(F)(F)F)c2c1CCC2 the results were ABCB1 inh -0.1, Rac1 act GTP bind 95, HRas wt GTP 92, Rab2 wt GTP 93, Rab7 wt modul 95, Mcl1 Noxa PPI -2, Avidin fluor 9, Cdc42 wt 91, Rac1 wt GTP bind 96 and ABCG2 block 0.
